# Assay outcomes as filed in PubChem BioAssay.
# SENP8 block-1 – human SENP8 protease inhibitors, primary screen, biochemical, fluorescence, Nedd8 protein substrate, uHTS; inhibition, % at 20 µM; 360,000 tested, 0.64% active; recombinant SENP8; AID 602440, 2012; in the data active means inhibition mostly above about 40%, no sharp cut-off; inactive means mostly below about 27%
# SENP1 FRET inh – human SENP1 catalytic domain inhibitors, primary screen, biochemical, FRET, uHTS; inhibition, % at 10 µM; recombinant SENP1 catalytic domain, CyPet-SUMO1-YPet FRET cleavage; Sentrin-specific protease 1 (Homo sapiens), Q9P0U3; AID 624204, 2012; 360,000 tested, 0.21% active;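 active means inhibition at least 30% at 10 µM, raw YFP signal under a set limit, fluorescence ratio 0.5 to 1.5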;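 further: 0% = enzyme with DMSO and 100% = no enzyme wells; some results filed as inactive read as strong as hits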
# Target sequence (Q9P0U3 419-644 limits assumed): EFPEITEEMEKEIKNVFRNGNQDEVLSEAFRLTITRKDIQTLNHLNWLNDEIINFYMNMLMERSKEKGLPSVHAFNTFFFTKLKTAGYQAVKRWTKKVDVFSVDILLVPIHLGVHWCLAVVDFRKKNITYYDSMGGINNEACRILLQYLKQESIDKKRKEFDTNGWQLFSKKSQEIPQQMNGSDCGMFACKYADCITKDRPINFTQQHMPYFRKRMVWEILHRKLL
#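 Compound: 10 µM single point, 0.5% DMSO; Test system: hSENP1 catalytic domain, recombinant; Timing: 50 min reaction at room temperature; Technique: FRET, CFP and YFP emission; Control set: no-enzyme wells low, DMSO-plus-enzyme wells high control.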
# Apaf-1 inh – inhibitors of human Apaf-1 apoptosome, primary screen, biochemical, DEVD-Rh110 fluorescence, uHTS. 330,000 tested, 0.71% active. inhibition, % at 20 µM. reconstituted apoptosome caspase-3 activity. Apoptotic protease-activating factor 1 (Homo sapiens), O14727; active means inhibition of at least 40% at 20 µM;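 further: plate controls were DMSO wells for no effect and DEVD-CHO caspase inhibitor wells for full effect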
#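 Material: cell-free apoptosome with Apaf-1, procaspase-3 and caspase-9; Buffer or medium: Hepes pH 7.5 with detergent and BSA; Reagent: cytochrome c trigger plus (Z-DEVD)2-Rh110 caspase-3 substrate; Times: compound with Apaf-1, dATP, procaspase-3 30 min, then 50 min reaction, room temperature; Technique: Rh110 fluorescence intensity.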
# SENP7 block – SENP7 protease inhibitors, primary screen, biochemical, luminescence, uHTS | Sentrin-specific protease 7 (Homo sapiens), Q9BQF6 | recombinant SENP7, Z-RLRGG-aminoluciferin luminescence, 40 min | inhibition, % at 5 µM | 330,000 tested, 1.5% active;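 active means inhibition above about 50% at the single test dose, limit read from the data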;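 further: plate controls were DMSO with enzyme for no effect and no enzyme buffer wells for full effect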
# Target sequence (Q9BQF6 706-1050 limits assumed): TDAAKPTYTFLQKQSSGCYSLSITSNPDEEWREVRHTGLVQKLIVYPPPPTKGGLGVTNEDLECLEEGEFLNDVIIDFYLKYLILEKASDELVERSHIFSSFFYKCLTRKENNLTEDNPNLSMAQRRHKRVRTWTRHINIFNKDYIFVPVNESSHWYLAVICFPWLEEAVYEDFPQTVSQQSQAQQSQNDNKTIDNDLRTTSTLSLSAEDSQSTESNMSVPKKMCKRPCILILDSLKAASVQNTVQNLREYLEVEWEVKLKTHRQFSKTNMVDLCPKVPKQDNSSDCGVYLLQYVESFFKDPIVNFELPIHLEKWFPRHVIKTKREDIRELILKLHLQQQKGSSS
# PfGluPho inh – PfG6PD enzyme inhibitors, primary screen, biochemical, fluorescence intensity, uHTS; glucose-6-phosphate dehydrogenase-6-phosphogluconolactonase (Plasmodium falciparum 3D7); PfGluPho enzyme, NADPH resazurin-diaphorase fluorescence; inhibition, % at 20 µM; 350,000 tested, 0.78% active; AID 504690, 2011;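 active means inhibition reaching at least a set limit at 20 µM in the primary screen, cut at about 59% in these data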;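 further: 0% = DMSO wells with substrate and 100% = DMSO wells lacking glucose-6-phosphate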
# HKDC1 inhibitor – HKDC1 hexokinase inhibitors, primary screen, biochemical, fluorescence, uHTS; AID 493160, 2011; recombinant HKDC1, G6PDH/diaphorase resazurin coupled fluorescence; 340,000 tested, 0.16% active; inhibition, % at 20 µM;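 active means inhibition above about 35% when tested at 20 µM, limit read from the data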;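 further: plate controls were DMSO wells with enzyme for no effect and DMSO wells lacking enzyme for full effect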
#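 Test system: recombinant HKDC1 (HK5) hexokinase enzyme, produced in-house; Amount: enzyme 5 µg/mL final; Buffer or medium: Tris pH 8.0 buffer with MgCl2, Tween-20, BSA, BME; Reagent: glucose and ATP substrates; Doses: 20 µM test compound, 1% DMSO; Incubation: 90 min reaction incubation at room temperature, dark; Detection: resorufin fluorescence at 613 nm.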
# SENP6 block – SENP6 protease inhibitors, primary screen, biochemical, luminescence, uHTS; inhibition, % at 10 µM; Sentrin-specific protease 6 (Homo sapiens), Q9GZR1; AID 2599, 2010; 330,000 tested, 1.8% active; Recombinant SENP6 catalytic domain, aminoluciferin luminescence;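 active means inhibition above about 50% at the single tested dose, limit read from the data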;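 further: plate controls were DMSO wells with enzyme for no effect and DMSO wells lacking enzyme for full effect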
# Target sequence (Q9GZR1 628-1112 limits assumed): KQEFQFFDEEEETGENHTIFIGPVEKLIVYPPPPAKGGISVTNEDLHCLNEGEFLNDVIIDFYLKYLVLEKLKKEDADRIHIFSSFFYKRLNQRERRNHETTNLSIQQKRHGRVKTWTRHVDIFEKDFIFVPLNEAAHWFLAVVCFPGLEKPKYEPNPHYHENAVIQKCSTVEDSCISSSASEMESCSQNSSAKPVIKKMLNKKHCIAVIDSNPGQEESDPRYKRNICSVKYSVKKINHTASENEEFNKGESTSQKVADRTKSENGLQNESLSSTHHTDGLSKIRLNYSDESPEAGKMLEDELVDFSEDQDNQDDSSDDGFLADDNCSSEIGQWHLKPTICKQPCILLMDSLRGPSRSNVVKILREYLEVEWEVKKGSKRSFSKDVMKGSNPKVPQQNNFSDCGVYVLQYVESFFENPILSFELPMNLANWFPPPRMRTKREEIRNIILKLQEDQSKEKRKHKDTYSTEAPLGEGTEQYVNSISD
# SENP8 block-2 – SENP8 protease inhibitors, primary screen, biochemical, luminescence. Sentrin-specific protease 8 (Homo sapiens), Q96LD8. purified SENP8, Z-RLRGG-aminoluciferin cleavage. inhibition, % at 10 µM. 330,000 tested, 1.2% active. AID 2540, 2010; in the data active means inhibition above about 50%
# Active calls of the source: *; . = no result given.
SMILES,SENP8 block-1,SENP1 FRET inh,Apaf-1 inh,SENP7 block,PfGluPho inh,HKDC1 inhibitor,SENP6 block,SENP8 block-2
CN(CCC(=O)Nc1ccc2c(c1)OCO2)Cc1ccccc1,11,2,-11,-2,-9,-9,-13,-4
CC(C)CNC(=O)COc1ccc2c3c(c(=O)oc2c1)CCC3,-80,1,-6,11,2,20,-10,-3
Cc1ccc(C(=O)N/N=C\c2cccn2C)cn1,3,3,-2,-2,-5,-4,-3,-1
CCN(CC)S(=O)(=O)c1cc(C)c(C)cc1OCC(=O)NC1CCCC1,-1,0,5,16,4,5,-10,-10
CCN(CC)CCNC(=O)c1ccc(NC(=O)c2ccc(S(=O)(=O)N(C)c3ccccc3OC)cc2)cc1,8,1,.,.,2,4,.,.
Cn1c(C(=O)O)c(S(=O)(=O)c2ccc(Cl)cc2)c2ccccc21,17,-1,2,-2,-12,-2,14,-4
Cc1ccc(SCC(=O)N2CCN(c3ccc(F)cc3)CC2)cc1,22,2,.,.,5,-5,.,.
CCOc1ccc(S(=O)(=O)N2CCN(C(=O)c3ccccc3Cc3ccccc3)CC2)cc1,10,3,-3,8,17,2,-7,5
CN(CC(=O)Nc1ccccc1Cl)C(=O)CSc1nncs1,9,0,-1,-3,-2,0,-6,-2
O=C(NCc1ccccn1)c1nc(-c2cccs2)no1,16,1,-15,-1,-4,-7,22,-1
Cc1[nH]c2ccccc2c1/C=N/Nc1nc(Nc2ccc(F)cc2)nc(N2CCOCC2)n1,9,-2,4,-4,-19,-1,-12,5
O=C(Oc1ccc(F)cc1)c1ccc2c(=O)n3c(nc2c1)CCC3,-53,-9,7,24,-7,2,-16,-39
CCOC(=O)Cn1c(-c2cccnc2Cl)nc2cc(Cl)c(Cl)cc21,-60,-1,15,9,-10,-5,-17,0
O=C(CCc1nc2sc3c(c2c(=O)[nH]1)CCCC3)NCCc1ccccc1,-58,-12,12,0,-16,5,0,3
O=C(c1ccccn1)N1CCCC(N2CCN(c3ccc(F)cc3)CC2)C1 (stereo not drawn),5,0,-16,3,2,0,-10,4
COc1ccc(CN2CCN(C(=O)C3CCN(S(=O)(=O)c4cccs4)CC3)CC2)c(OC)c1OC,-2,-2,0,0,-3,-2,-1,-1
CCN(CC)CCCNC(=O)CCC(=O)Nc1ccc2nc(N3CCC(C)CC3)cc(C)c2c1,-446,-37,-11,-1,-29,29,-3,-6
O=C(CSc1cccc2cccnc12)N/N=C/c1ccc(O)cc1,-373,1,5,0,41,2,-1,-2
O=C(O)CCC(=O)N1CCN(c2ccc(C(=O)c3ccc(F)cc3)cc2)CC1,-52,2,2,4,-4,-8,-14,-4
Cc1cccc([C@@H]2[C@@H]3C(=O)N(Cc4ccccc4)C(=O)[C@@H]3[C@]3(Cc4ccccc4)C(=O)N(c4ccc(C(F)(F)F)cc4)C(=O)N23)c1,15,1,3,0,14,0,-3,-5
CC(=O)Nc1ccc(S(=O)(=O)Nc2cc(Cl)ccc2N2CCOCC2)cc1,2,1,-6,6,7,-5,-6,3
O=C(Cc1nn[nH]n1)c1ccccc1O,6,0,-6,6,5,-6,-12,2
CCSc1cc(Cl)nc(N)n1,10,0,-14,2,-10,-2,-8,-1
CNC(=O)c1ccc(CN(C)CC(=O)Nc2ccccc2C(=O)NC2CC2)cc1,3,-1,6,-3,4,-2,-8,-3
CCOc1ccc(/C=N/NC(=O)c2ccc(F)cc2)cc1CN1CC2CC(C1)c1cccc(=O)n1C2 (stereo not drawn),-35,0,7,-1,8,2,2,-6
CCOc1ccc(Cl)cc1S(=O)(=O)N1CCC(C(=O)NCc2cccnc2)CC1,11,2,3,-2,2,-4,1,-2
O=C(c1ccccc1C(F)(F)F)N1CCN(S(=O)(=O)c2ccccc2)CC1,3,2,-3,3,1,-7,-9,-4
CCn1c(-c2ccc(F)cc2)cnc1SCC(=O)N1CCc2ccccc21,.,.,8,-6,.,.,11,-1
CC(=O)c1c(C)n(-c2ccc(Br)cc2)c2ccc(O)cc12,-14,-1,3,-6,-4,-3,-13,-11
CN1CCN(c2ccccc2NC(=O)c2ccc(F)cc2)CC1,15,2,-14,7,1,0,4,1
Cc1ccc(NC(=O)/C=C/c2ccc3c(c2)OCO3)cc1S(=O)(=O)N1CCOCC1,-37,2,7,-4,-4,6,-7,-4
CN(c1ccccc1)S(=O)(=O)c1ccc(C(=O)NCCc2ccc(F)cc2)cc1,4,0,15,-9,7,1,-5,-10
CN(C)c1ccc(NC(=O)c2ccc([N+](=O)[O-])cc2Cl)cc1,11,5,-9,5,9,-6,25,-1
O=C(CCS(=O)(=O)c1ccc(Cl)cc1)N1CCN(c2ccccc2F)CC1,8,-1,8,2,-7,1,2,0
CCCN1C2CCCC1CC(NC(=O)c1ccccc1)C2 (stereo not drawn),30,3,12,-2,-11,-2,-4,-3
CCOc1ccc(-c2ccc(SCC(=O)Nc3nnc(C)s3)nn2)cc1,-5,-2,-8,-1,-2,0,1,-4
Cc1ccc(S(=O)(=O)CC(O)COc2ccccc2C#N)cc1 (stereo not drawn),6,-1,10,-7,-12,-8,-21,-13
O=C(O)c1cc(-c2ccc3c(c2)OCO3)nc2ccc(Br)cc12,-413,-3,-2,5,39,4,-4,-4
CCCNC(=O)C1CCN(c2ccc(S(=O)(=O)N3CCOCC3)cc2Cl)CC1,-1,4,-19,-3,6,-11,-9,8
CCCCn1nc(NC(=O)CC)c2cc3cc(OC)ccc3nc21,-285,-22,0,3,27,13,7,0
CCCNC(=O)C(Cc1ccccc1C)NC(=O)c1ccc(C#N)cc1 (stereo not drawn),7,3,-6,5,-6,-9,0,0
O=C(c1ccccc1C(=O)N1CCN(c2ccccc2F)CC1)N1CCN(c2ccccc2F)CC1,-15,8,5,2,5,4,1,-1
O=C(CC1(CC(=O)N2CCOCC2)CCCC1)Nc1ccccc1,14,0,-12,-2,3,4,-19,-2
CN(C(=O)COC(=O)/C=C/c1cccs1)C1CCCCC1,12,1,5,10,-12,-3,-9,4
O=C(Nc1cccc(S(=O)(=O)N2CCCC2)c1)c1ccc2c(c1)OCO2,6,-2,6,-5,-1,-11,-30,-4
COc1ccc(S(=O)(=O)N2CCOCC2)cc1NC(=O)CSc1nnc(C2CC2)n1N,7,3,12,-1,16,-4,-7,-5
CCNc1nc(SC(C)C(=O)OC)nc(N(C)C)n1 (stereo not drawn),20,2,-6,-5,0,3,13,4
COc1ccc(CCNC(=O)c2cnc3ccccn3c2=O)cc1,-394,-2,2,7,18,2,1,6
O=C1CN(C(=O)/C=C/c2cccc(Cl)c2)c2ccccc2N1,5,3,10,-5,-7,-3,-7,1
O=S(=O)(c1ccc(Cl)s1)N1CCCc2cccc(O)c21,24,-1,13,-11,50,4,-9,-19
CCc1ccc(Oc2nnnn2-c2ccc(C(N)=O)cc2)cc1,0,0,-2,-2,-5,-3,-13,0
O=C1C2C3C=CC(C3)C2C(=O)N1c1ncn[nH]1 (stereo not drawn),18,-1,-16,-2,-3,-13,4,-1
O=C(Cc1csc(N2CCOCC2)n1)N/N=C/c1ccc(Cl)cc1Cl,22,1,25,0,-45,1,-4,6
COc1cc(C(=O)OCC(=O)NC(=O)NCc2ccccc2)ccc1OC(F)F,9,-2,16,4,8,-4,-6,-3
O=C(CCN1C(=O)C2CCCCC2C1=O)N1CCN(S(=O)(=O)c2cccc(F)c2)CC1 (stereo not drawn),11,1,-1,3,1,2,-6,10
CC(C)(C)OC(=O)NCC(=O)NCC(=O)OCc1ccccc1,7,3,-4,1,-24,4,10,11
COc1ccc(-c2nnc(-c3ccc4ccccc4c3)o2)cc1,-496,3,.,.,15,-4,.,.
CCCCn1c(CN2CCN(C)CC2)nc2ccccc21,7,-5,6,5,-10,0,-6,-3
C=CCn1c(SCC(=O)NC2CCS(=O)(=O)C2)nc2scc(C3CC3)c2c1=O (stereo not drawn),4,-19,6,-1,11,5,-14,-5
O=C(Nc1nnc(CSCc2ccc(F)cc2)s1)c1cccc([N+](=O)[O-])c1,12,1,15,-7,73*,-3,-22,-12

# Profiles from above. Values in the order: SENP8 block-1, SENP1 FRET inh, Apaf-1 inh, SENP7 block, PfGluPho inh, HKDC1 inhibitor, SENP6 block, SENP8 block-2
# COc1ccc(CCNC(=O)c2cnc3ccccn3c2=O)cc1 is listed with -394, -2, 2, 7, 18, 2, 1, 6
# CCNc1nc(SC(C)C(=O)OC)nc(N(C)C)n1 (stereo not drawn) is listed with 20, 2, -6, -5, 0, 3, 13, 4
# O=C1C2C3C=CC(C3)C2C(=O)N1c1ncn[nH]1 (stereo not drawn) is listed with 18, -1, -16, -2, -3, -13, 4, -1
# COc1ccc(S(=O)(=O)N2CCOCC2)cc1NC(=O)CSc1nnc(C2CC2)n1N is listed with 7, 3, 12, -1, 16, -4, -7, -5
# C=CCn1c(SCC(=O)NC2CCS(=O)(=O)C2)nc2scc(C3CC3)c2c1=O (stereo not drawn) is listed with 4, -19, 6, -1, 11, 5, -14, -5

# Following part.
SMILES,SENP8 block-1,SENP1 FRET inh,Apaf-1 inh,SENP7 block,PfGluPho inh,HKDC1 inhibitor,SENP6 block,SENP8 block-2
CCOc1ccccc1C(=O)Nc1ccc(S(=O)(=O)N2CCOCC2)cc1,27,1,7,1,-2,7,2,6
Nc1nc(-c2cccnc2)nn1C(=O)COc1ccccc1,14,3,6,-4,-1,-2,-7,-8
CCOC(=O)N1CCN(Cc2cccs2)CC1,11,3,2,-13,-8,-10,-9,-11
C=CCc1cccc2cc(C(=O)NNC(=O)c3ccncc3)c(=O)oc12,-5,1,8,-11,-8,-5,-26,-7
COc1ccc(CC2NCCC3(O)CCCCC23)cc1 (stereo not drawn),1,2,-1,8,6,0,-14,0
O=C(c1noc2c1CCCCC2)N1CCOCC1,6,3,-7,-6,-6,0,2,-10
Fc1ccc(-c2ccc3c(c2)C2CC3CCN2Cc2ccc3c(c2)OCO3)cc1 (stereo not drawn),8,-1,.,.,15,-2,.,.
Cc1ccc(-c2csc(NC(=O)C[n+]3cc(-c4ccccc4)n4c3CCC4)n2)cc1,17,0,10,-2,0,0,-25,-9
CC(C)COP(=O)(c1ccc(N(C)C)cc1)C(O)c1ccc(N(C)C)cc1 (stereo not drawn),13,1,10,2,5,-6,10,5
CCCCn1c(=NC(=O)c2cccnc2)c(C(=O)OCC)cc2c(=O)n3ccccc3nc21,-252,-23,.,.,4,-4,.,.
COc1cc(OC)cc(C(=O)NNC(=O)c2ccccn2)c1,1,1,-13,-2,-23,2,2,-6
Cc1nc(CSc2nnc(Nc3cccc(C)c3C)s2)cs1,9,1,-9,4,-8,7,-10,-7
CCCCCNC(=O)N[C@H](C(=O)O)C(C)C,5,1,-7,-4,-10,-1,2,4
COc1ccc(OC)c(NC(=O)C2CCCN(S(=O)(=O)c3cccc4nonc34)C2)c1 (stereo not drawn),18,1,-4,10,-3,-8,-19,7
